# Source: PubChem
# FLuc inhib CS: counter-screen for luciferase assay inhibitors: firefly luciferase inhibition. ATPLite firefly luciferase biochemical luminescence, 10 min. inhibition, % at 10 µM. hit rate 1.5% among 200,000. AID 1006;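 active means inhibition above about 50% when tested at 10 µM, limit read from the data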
# Target sequence (P08659 whole entry, looked up): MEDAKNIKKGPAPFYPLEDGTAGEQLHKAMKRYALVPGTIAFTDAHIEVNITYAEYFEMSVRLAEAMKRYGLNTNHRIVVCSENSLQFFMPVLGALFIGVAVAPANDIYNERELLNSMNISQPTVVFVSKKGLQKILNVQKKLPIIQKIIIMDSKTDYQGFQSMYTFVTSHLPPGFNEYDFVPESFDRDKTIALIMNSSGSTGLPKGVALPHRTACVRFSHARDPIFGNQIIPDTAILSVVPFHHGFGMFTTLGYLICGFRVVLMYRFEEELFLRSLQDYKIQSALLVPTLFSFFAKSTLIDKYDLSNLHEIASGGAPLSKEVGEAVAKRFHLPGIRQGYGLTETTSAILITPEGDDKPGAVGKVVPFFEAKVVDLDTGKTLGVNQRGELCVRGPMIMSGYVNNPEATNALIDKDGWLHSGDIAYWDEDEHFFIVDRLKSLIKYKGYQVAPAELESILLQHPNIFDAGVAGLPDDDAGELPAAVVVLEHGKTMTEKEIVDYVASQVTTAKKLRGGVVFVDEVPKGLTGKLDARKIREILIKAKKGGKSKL
# TNAP inh hi DEA: blocks human TNAP under high phosphate acceptor concentration | P05186 | purified TNAP, CDP-star luminescence, 1 M DEA | inhibition, % at 20 µM | hit rate 0.03% among 200,000;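 active means over 50% inhibition of tissue-nonspecific alkaline phosphatase at 20 µM in the single-dose screen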;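 further: plate controls were DMSO wells for no effect and EDTA-quenched wells as full inhibition for full effect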
# Target sequence (P05186 whole entry, looked up): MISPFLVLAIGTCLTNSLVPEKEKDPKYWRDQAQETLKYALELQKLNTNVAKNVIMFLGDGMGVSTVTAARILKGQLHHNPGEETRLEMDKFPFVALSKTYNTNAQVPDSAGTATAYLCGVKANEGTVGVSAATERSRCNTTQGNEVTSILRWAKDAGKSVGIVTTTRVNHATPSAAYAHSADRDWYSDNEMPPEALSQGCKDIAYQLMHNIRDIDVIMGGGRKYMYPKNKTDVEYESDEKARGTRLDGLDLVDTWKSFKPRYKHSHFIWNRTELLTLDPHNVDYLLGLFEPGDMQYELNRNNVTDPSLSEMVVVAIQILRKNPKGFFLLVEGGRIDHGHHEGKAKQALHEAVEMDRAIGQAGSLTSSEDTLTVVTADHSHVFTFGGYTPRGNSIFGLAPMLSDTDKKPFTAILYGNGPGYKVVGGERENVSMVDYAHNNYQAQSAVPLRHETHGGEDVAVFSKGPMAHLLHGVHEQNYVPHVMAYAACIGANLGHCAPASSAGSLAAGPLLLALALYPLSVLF
# bIAP activator: intestinal alkaline phosphatase (bovine) activation | hit rate 0.17% among 200,000 | purified bovine IAP, CDP-star luminescence, 30 min; stronger effect = higher value; fold of DMSO-control signal, blank-subtracted | activation factor at 20 µM | AID 1016;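 active means activation factor of 2 or more at 20 µM, a signal rise over negative controls twice the positive control's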
# TNAP act hi DEA: activators of human TNAP at high phosphate acceptor concentration; AID 1136; activation factor at 20 µM; purified TNAP, CDP-star luminescence, 1 M DEA, 30 min; stronger effect = higher value; 0 = EDTA background, 1 = DMSO-only activity; 200,000 tested, under 10 active; P05186;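 active means activation factor at least 2 at 20 µM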
#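 Measured by: Luminescent substrate turnover signal | Test system: Human TNAP | Input: TNAP 1/800 final | Dosing: 20 µM single point | Schedule: 30 min, room temperature | Controls: EDTA wells as negative control, DMSO wells as positive control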
# RAM network inh: inhibitors of the yeast RAM network | S. cerevisiae dse1pr::URA3 reporter, 5-FOA growth OD615, 2 d; analog-sensitive cbk1-as2 kinase mutant strain | inhibition, % at 50 µM | hit rate 1.8% among 190,000;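 active means inhibition above a set limit, 3 SD over mean compound inhibition, cut at about 8.4% in these data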;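 further: 0% = DMSO-only wells with no growth and 100% = 10 µM 1-NA-PP1 full growth; inhibition rescues growth on 5-FOA so higher OD means more RAM inhibition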
# Lmaj promast: reduces viability of Leishmania major promastigotes. resazurin fluorescence viability. inhibition, % at 10 µM. hit rate 9% among 200,000. AID 1063; in the data active means inhibition above about 50%;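 further: promastigotes grown with compound for 44 hours at 28 °C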
# TNAP inh noacc: inhibitors of human TNAP without phosphate acceptor | P05186 | purified TNAP, CDP-star luminescence, 30 min | inhibition, % at 20 µM | hit rate 0.26% among 200,000 | AID 1012;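 active means tissue-nonspecific alkaline phosphatase inhibition above about 50% at 20 µM in the single-dose screen, limit read from the data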;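 further: 0% = DMSO negative control and 100% = EDTA positive control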
# FLuc stim CS: firefly luciferase counter-screen for stimulation assays | ATPlite luciferase biochemical, luminescence, 10 min; 0 = ATP-free wells, 1 = DMSO control | P08659 | activation factor at 10 µM | AID 1027 | 200,000 tested, under 10 active;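 active means luciferase activation factor, scaled between plate controls, of at least 2 with compound at 10 µM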
#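 Material: Luciferase/luciferin reagent mix; Doses: test compounds dosed from 2 mM stocks in 100% DMSO; Schedule: 10 min incubation after luciferase reagent addition, room temperature; Measured by: luminescence from luciferase reaction; Read-out: luminescence gain marking luciferase activators.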
# bIAP inh: intestinal alkaline phosphatase (bovine) inhibition | purified bovine IAP, CDP-star luminescence, 30 min | 190,000 tested, under 10 active | inhibition, % at 20 µM;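 active means over 50% inhibition of intestinal alkaline phosphatase at 20 µM in the single-dose screen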
#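 Assay system: bovine IAP enzyme; medium: DEA buffer 100 mM, pH 9.8, with MgCl2 1.0 mM, ZnCl2 0.02 mM; doses: 20 µM single dose; incubation: enzyme reaction for 30 min at room temperature; detection: CDP-star luminescence signal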
# APP 5UTR inh: APP translation inhibition. SH-SY5Y APP 5'UTR-luciferase reporter, luminescence. inhibition, % at 2 µM. AID 1285. hit rate 0.82% among 190,000;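 active means inhibition above a set limit, derived from the sample mean plus 3 SD, cut at about 45% in these data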; further: values of inactives mirror those of a sister screen read the other way
# * hit, by the source's call; · = not tested or not shown.
SMILES,FLuc inhib CS,TNAP inh hi DEA,bIAP activator,TNAP act hi DEA,RAM network inh,Lmaj promast,TNAP inh noacc,FLuc stim CS,bIAP inh,APP 5UTR inh
O=C(CSc1nnc(-c2ccco2)o1)c1ccccc1Cl,10,-2,0.8,1,0.2,5,-19,0.9,18,-26
COc1cc(NC(=S)NC(=O)c2cccs2)ccc1NC(=O)C(C)C,19,-3,1,1,6.9,14,20,0.8,1,-10
Cc1nn(C)c(C)c1CN(Cc1nc(-c2ccc(F)cc2F)oc1C)C1CC1,-1,4,1.1,1,2.1,0,0,1,-14,23
O=C(NCCc1csc(-c2cccnc2)n1)c1ccc(Cl)cc1,44,-6,0.8,1.1,2.7,3,-6,0.6,17,-20
Cc1ccc(CSCC(=O)Nc2ccc3c(c2)OCO3)cc1,-2,-6,0.7,1.1,0.3,2,6,1,29,-2
Cc1[nH]c(=O)[nH]c(=O)c1NC(=O)c1ccc(OC(C)C)cc1,-8,-4,1,1,1.5,-4,-7,1.1,2,-9
CC(=O)N(C)c1ccc(NC(=O)Nc2ccc(C)cc2)cc1,7,-2,0.8,1,2.0,2,-10,0.9,20,-45
Cc1ccc([N+](=O)[O-])cc1S(=O)(=O)N1CCN(C)CC1,-2,-4,1.1,1,1.1,-3,-11,1,-12,-7
Cc1cc(C)c(NC(=O)CN2CCN(C)CC2)c(C)c1,0,-5,1.1,1,-0.1,-10,-20,1,-8,-1
CN(C)C(CNS(=O)(=O)c1ccc(F)cc1)c1cccnc1 (stereo not given),-8,-3,0.9,1,1.8,-2,0,1.1,13,0
O=C(CN1CCN(c2ccccc2)CC1)Nc1c(C(=O)C2CC2)oc2ccccc12,-8,-2,0.9,1,-0.4,1,-2,1.1,11,-6
O=C(NCCCNc1ccc(C(F)(F)F)cc1[N+](=O)[O-])c1ccc(F)cc1,-4,6,1.1,0.9,3.9,-5,-4,1,-8,8
CC(C)Cn1c(N)c(C(=O)COC(=O)c2ccccc2Cl)c(=O)n(C)c1=O,-5,-5,1,1.1,0.3,3,-14,1.1,4,-3
O=C(O)c1cc(O)c2c(c1)C(=O)c1cccc(O)c1C2=O,0,34,0.9,0.7,1.5,6,32,1,12,-2
N#C/C(=C(/O)CSc1ccccc1C(=O)O)c1nc2ccccc2s1,-8,-5,0.9,1.1,4.8,-3,-10,1.1,8,·
O=C(CNS(=O)(=O)c1ccccc1F)Nc1ccc(N2CCOCC2)cc1,-1,-5,1,1,1.1,0,-10,1,-1,2
CCOC(=O)CNS(=O)(=O)CCN1C(=O)c2ccccc2C1=O,-7,-7,0.8,1.1,-0.1,2,-16,1.1,18,-5
COCCNC(=O)C(C)Oc1ccccc1 (stereo not given),-3,-5,1.1,1,0.5,-5,-10,1,-13,-9
CC(C)Nc1nc(Cl)nc(NCCOc2ccccc2)n1,2,-2,0.8,1,0.8,20,-6,1,15,-23
CCCC(C)C(=O)Nc1ccc(S(=O)(=O)Nc2nccc(C)n2)cc1 (stereo not given),1,0,1,1,1.0,6,-4,1,0,-8
CCOC(=O)COc1ccc(Br)cc1/C=C\c1[nH]c(=O)[nH]c(=O)c1[N+](=O)[O-],-4,0,1,1,6.1,1,-14,1,4,-18
CCN(CC)CCNC(=O)c1cn(C)c2ccc(S(=O)(=O)N(C)C3CCCCC3)cc2c1=O,-5,-4,1,1,-0.1,-3,9,1.1,0,·
O=C(NCc1cccs1)c1ccccc1C(=O)NCc1cccs1,-3,-1,0.8,1,1.4,-5,-8,1,15,-2
CCC1(C)N=C(c2ccc3c(c2)OCO3)CC(c2ccccc2O)N1 (stereo not given),0,5,0.7,0.9,0.0,95*,-2,1,33,-71
N#Cc1c(NC(=O)c2ccccc2Cl)n(Cc2ccccc2)c2nc3ccccc3nc12,-10,5,0.8,1,3.1,-6,7,1.1,17,4
CCOc1cc(S(=O)(=O)NCc2ccco2)c(OCC)cc1-n1cnnn1,0,-5,1,1.1,-0.4,0,-8,1,2,5
COc1ccc2cc(C)c3nnc(SCC(=O)Nc4cc(OC)c(OC)cc4C(=O)O)n3c2c1,-3,0,1.1,1,0.9,2,-9,1,-8,-11
CC(C)c1ccc(NC(=O)COC(=O)/C=C/c2cccc(Br)c2)cc1,-10,-4,1,1,4.5,0,-12,1.1,-4,10
COc1ccc(C(=O)C2CCN(C(=S)Nc3ccc(F)cc3)CC2)cc1,-4,-3,0.8,1,2.4,0,-8,1,19,13
OCCC1CN(Cc2cccn2-c2nccs2)CCN1CCc1ccccc1 (stereo not given),-5,-7,1,1.1,1.2,11,-1,1.1,4,12
CC12CC(c3ccccc3O1)N(C(=O)c1ccco1)C(=O)N2c1ccccc1 (stereo not given),-8,-6,1,1.1,3.7,1,-11,1.1,1,-22
CCC(Sc1ccccc1C(=O)O)C(=O)O (stereo not given),-2,-1,1,1,2.1,-7,-4,1,-4,18
Cc1cc(C2N=C(N)Nc3nc4ccccc4n32)c(C)n1-c1ccccc1Cl (stereo not given),1,-6,4.1*,1.1,4.2,6,-106,1,-312,-8
Cc1ccc(S(=O)(=O)N2CCCCC2)cc1NC(=O)c1ccc2c(=O)n3c(nc2c1)CCCCC3,-4,-11,0.9,1.1,1.2,24,-5,1,13,0
O=C(NC(=Nc1nc2ccccc2o1)NC(=O)c1ccccc1)c1ccccc1,-4,-4,0.9,1,3.1,6,-10,1,11,-78
Cc1ccc(-c2nc3ccccc3c(=O)n2NC(=O)COc2ccccc2)cc1,-5,-2,1.1,1,4.3,-2,-3,1,-6,-4
CCCCCCCCC(=O)NNC(=O)c1c(O)c2ccccc2n(CCC)c1=O,-5,-1,1.2,1,8.8*,-12,-58,1.1,-20,-6
Cc1nn(-c2cccc(C(=O)O)c2)c(C)c1Oc1ccccc1O,-4,-4,1,1,-0.4,-7,-7,1,1,14
Cc1cccc(NC(=O)c2cc(NC(=O)CCCC(=O)O)ccc2Cl)n1,-6,-3,1,1,1.5,2,-10,1.1,3,-4
CCOC(=O)Cc1csc(NC(=O)CCc2ccc(S(=O)(=O)N3CCOCC3)cc2)n1,-12,-9,0.9,1.1,1.5,4,-2,1.1,7,-6
Cc1ccc(S(=O)(=O)NCc2ccc(C(=O)NCCCN3CCC(Cc4ccccc4)CC3)cc2)cc1,-4,-13,1.9,1.1,0.1,96*,22,1,-88,6
COc1ccc(C(C(=O)NC2CCCCC2)N(C(=O)Cc2c[nH]c3ccccc23)c2ccccc2C)cc1OC (stereo not given),-4,2,0.9,1,2.1,95*,-15,1,10,-13
O=C(CSc1nc2ccccc2s1)Nn1cnnc1,-2,-6,1.1,1.1,2.0,-4,-5,1,-9,-1
COc1ccc(NC(=O)Cn2c(C(C)C)nc(C)cc2=O)cc1Cl,-5,-2,1,1,1.9,-1,-5,1.1,-4,12
COC(=O)[C@@]1(Cc2ccccc2)[C@H]2c3cc(C(=O)N4CCCC4)n(Cc4ccsc4Br)c3C[C@H]2CN1C(=O)c1ccccc1,-4,-4,0.9,1,6.6,54*,-8,1,10,-8
Cc1ccc(-n2nnnc2SCC(=O)N2c3ccccc3NC(=O)C2(C)C)cc1,-6,-10,0.9,1.1,5.1,19,-18,1.1,10,9
CCOC(=O)C1=C(N)OC2=C(C(=O)CCC2)C1c1ccc(C)s1 (stereo not given),-3,-6,0.9,1.1,0.3,7,0,1,7,3
Cc1nnc(SCC(=O)Nc2c(Cl)cccc2Cl)[nH]c1=O,0,3,1,1,1.5,-9,-13,1,2,-4

# Rewritten with two lines to a compound: 4 of the compounds above
# Values run as follows: FLuc inhib CS, TNAP inh hi DEA, bIAP activator, TNAP act hi DEA, RAM network inh, Lmaj promast, TNAP inh noacc, FLuc stim CS, bIAP inh, APP 5UTR inh
> CCOC(=O)C1=C(N)OC2=C(C(=O)CCC2)C1c1ccc(C)s1 (stereo not given)
 : -3, -6, 0.9, 1.1, 0.3, 7, 0, 1, 7, 3
> Cc1nnc(SCC(=O)Nc2c(Cl)cccc2Cl)[nH]c1=O
 : 0, 3, 1, 1, 1.5, -9, -13, 1, 2, -4
> COc1ccc(NC(=O)Cn2c(C(C)C)nc(C)cc2=O)cc1Cl
 : -5, -2, 1, 1, 1.9, -1, -5, 1.1, -4, 12
> COC(=O)[C@@]1(Cc2ccccc2)[C@H]2c3cc(C(=O)N4CCCC4)n(Cc4ccsc4Br)c3C[C@H]2CN1C(=O)c1ccccc1
 : -4, -4, 0.9, 1, 6.6, 54*, -8, 1, 10, -8

# Next section:
SMILES,FLuc inhib CS,TNAP inh hi DEA,bIAP activator,TNAP act hi DEA,RAM network inh,Lmaj promast,TNAP inh noacc,FLuc stim CS,bIAP inh,APP 5UTR inh
Cc1cccc(OCc2n[nH]c(=S)n2-c2ccccc2)c1,3,-4,1.3,1,-0.2,1,-2,1,-29,-6
Cc1ccc2[nH]c(=O)c(COC(=O)c3cccs3)cc2c1,-7,-1,0.9,1,1.5,-7,-6,1.1,10,-14
CC(C)CNc1c(N)n(CC(C)C)c(=O)[nH]c1=O,-2,-4,1.2,1,0.9,-9,-10,1,-17,-16
Cc1ccc(-c2nsc(SCC(=O)NCc3ccc4c(c3)OCO4)n2)cc1,-2,-2,1,1,4.4,-4,-21,1,3,10
Cc1c(-c2ccccc2)[n+](=O)c(-c2ccco2)c(C)n1[O-],3,-4,0.9,1,1.5,-1,-14,1,8,-4
CCSc1nc2c(c(=O)[nH]1)C(c1cccs1)C(C(=O)OC)=C(C)N2 (stereo not given),-13,-5,0.9,1.1,2.5,-8,-9,1.1,10,-6
CCOC(=O)C1=C(CC)Nc2ccccc2N=C1NC(=O)c1ccc(S(=O)(=O)N2CCOCC2)cc1,-2,-2,1,1,2.9,15,-2,1,3,-11
CN1CCN(S(=O)(=O)c2cc([N+](=O)[O-])ccc2N2CCCCCC2)CC1,0,2,0.9,1,-0.1,0,-2,1,6,-6
COc1cccc(-c2cc(C(F)(F)F)n3nc(C(=O)Nc4c(C)n(C)n(-c5ccccc5)c4=O)cc3n2)c1,-5,-3,1.1,1,-0.5,3,-5,1.1,-5,4
COc1ccc(C(C#N)N2N=C(c3ccccc3)CC2c2ccccc2)cc1OC (stereo not given),-3,-3,0.8,1,4.1,100*,-13,1,23,-55
CCOc1ccc(NC(=O)CC2Nc3ccccc3NC2=O)cc1 (stereo not given),4,2,1.1,1,2.5,-10,-7,1,-14,-8
CCOc1ccc(S(=O)(=O)NCc2ccc(OC)cc2)c2cccnc12,-6,-2,0.8,1,0.8,90*,-3,1.1,22,5
C=CCN1C(=O)/C(=C/c2ccc(OC(C)=O)c(OCC)c2[N+](=O)[O-])SC1=S,9,24,1,0.8,12*,91*,16,0.9,3,11
C=CCn1c(SCC(=O)c2[nH]c(C)c(C(=O)OCC)c2C)nc2scc(-c3ccccc3)c2c1=O,-6,-2,1,1,6.0,-3,0,1.1,3,6
COc1ccc(Cn2ccnc2SCC(=O)Nc2cccc(NC(C)=O)c2)cc1,-6,-4,1.1,1,0.0,-8,-16,1.1,-14,-1
C#CCOC(=O)/C(=C/C=C/c1ccccc1)NC(=O)c1ccccc1,-1,-2,1,1,3.9,-1,-16,1,-2,7
COc1cccc(OC)c1C(=O)N1CCN(Cc2ccccc2C)CC1,-2,-5,1,1.1,0.0,-6,-14,1,1,-2
CC(Oc1ccc(Cl)cc1Cl)C(=O)NC1CCSC1=O (stereo not given),-5,0,0.9,1,0.6,-8,-4,1,12,-17
